# Bioassay records: PubChem, several laboratories
# K1F lysis inhibition – inhibition of K1F phage lysis, E. coli UTI89, bacterial capsule biogenesis inhibitors, alamar blue (AID 488966); 0.02% of 340,000 active; inhibition, % at 100 µM; hits with a dose series show IC50 in µM; E. coli UTI89 K1F phage lysis, alamar blue, 2 h; higher % means a stronger effect;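 active = phage lysis inhibition, versus mean bacterial control, above a set limit; inconclusive = no clear call, values can overlap the other calls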;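 also: capsule biogenesis inhibitors block K1F phage lysis so surviving cells raise fluorescence; higher fluorescence means more inhibition of phage lysis; actives were called in the ten point dose series up to 300 µM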
# RSV CPE inhibition – RSV antiviral activity via CPE protection, HEp-2 cells, primary 10 µM value included (AID 2391); CPE inhibition, % at 10 µM; hits with a dose series show IC50 in µM; HEp-2 cells, RSV-induced CPE inhibition; higher % means a stronger effect; 0.13% of 310,000 active; in the data active = a potency from the dose series; inconclusive = CPE inhibition mostly from about 23% at the one dose, without a potency; inactive = the rest, 99 in 100 with CPE inhibition below about 21%; also: strong numbers were not always called active
# Rac1 GTP hydrolysis – MgcRacGAP GTPase-activating activity inhibitors, confirmation, biochemical, ADP Hunter fluorescence; MgcRacGAP-stimulated Rac1 GTP hydrolysis, ADP Hunter fluorescence; higher % means a stronger effect; GST-tagged Rac1 F28L mutant substrate; one-dose inhibition, % at 30 µM; IC50 in µM for titrated hits; 0.6% of 340,000 active;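 active = first-screen hits whose inhibition reached a set limit at any dose in the follow-up dose series; inconclusive = inhibition above the set first-screen limit but never retested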;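 also: fluorescence reports GDP produced by GAP-driven GTP hydrolysis; strong numbers were not always called active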
# PhoP inhibition – inhibitors of PhoP regulon expression, primary screen, Salmonella Typhimurium, GFP reporter (AID 1863). S. Typhimurium PhoP-regulated promoter GFP reporter, 4 h; higher % means a stronger effect. inhibition, % at 50 µM; hits with a dose series show IC50 in µM. 0.16% of 300,000 active;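 active = inhibition over 29.93%, a cutoff 3 SD above the screen mean, later confirmed by dose response; inconclusive = inhibition over 29.93% but no dose response follow-up; inactive = inhibition at most 29.93% or unconfirmed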;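 also: 0% = low Mg2+ inducing control and 100% = high Mg2+ repressing control; strong numbers were not always called active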
# NTR1 ag – agonists of NTR1, primary screen, imaging, U2OS cells, beta-arrestin-GFP, high content (AID 493036); activation, % at 20 µM; NTR1-U2OS beta-arrestin-GFP spot imaging, agonist mode; 0.17% of 330,000 active; Neurotensin receptor type 1 (Homo sapiens), P30989;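 active = activation at or above 40% of the spot to cytoplasm intensity ratio, with at least 20 cells analyzed; inconclusive = wells under 20 cells, flagged as cytotoxic or low count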;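 also: 0% = DMSO without peptide and 100% = 100 nM NTR1 peptide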
# Target sequence (P30989 whole entry, looked up): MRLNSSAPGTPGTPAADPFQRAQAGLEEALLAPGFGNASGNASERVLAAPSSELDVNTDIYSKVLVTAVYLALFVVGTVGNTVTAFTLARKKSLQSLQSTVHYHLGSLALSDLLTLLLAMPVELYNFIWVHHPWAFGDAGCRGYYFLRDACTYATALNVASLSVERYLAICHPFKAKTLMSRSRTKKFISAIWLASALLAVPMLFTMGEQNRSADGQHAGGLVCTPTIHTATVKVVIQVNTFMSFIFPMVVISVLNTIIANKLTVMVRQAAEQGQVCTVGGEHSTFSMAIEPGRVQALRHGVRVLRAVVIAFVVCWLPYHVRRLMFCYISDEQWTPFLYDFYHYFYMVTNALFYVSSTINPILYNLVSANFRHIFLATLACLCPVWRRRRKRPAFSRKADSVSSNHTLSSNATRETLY
# Myeloid diff MLP – induction of myeloid progenitor differentiation, primary screen, cell-based, flow cytometry, MLPCN library | calls only at 10 µM | ER-HoxA9 myeloid progenitors, lysozyme-GFP differentiation | 1% of 360,000 active;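 active = normalized GFP-positive differentiation at or above the plate's own cutoff, the solvent-only control mean plus 3 SD; inconclusive = no clear call, values can overlap the other calls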;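 also: cells exposed to compound for four days before flow analysis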
# TNAP activation fold – human TNAP enzyme activators, primary screen, biochemical, luminescent, no phosphate acceptor, uHTS (AID 1001). Alkaline phosphatase, tissue-nonspecific isozyme (Homo sapiens). purified TNAP, luminescent activation assay, no phosphate acceptor; higher activation fold means a stronger effect. activation fold at 20 µM, or EC50 in µM where a hit was titrated. 0.03% of 200,000 active; in the data active = activation fold from about 3, or a potency from the dose series; inactive = the rest, 99 in 100 with activation fold below about 1.6; also: many of its hits are not listed in these tables
# Large T inhibition – SV40 large T antigen inhibitors, biochemical (AID 1903); SV40 large T antigen ATPase/helicase inhibition assay; higher % means a stronger effect; one-dose inhibition, % at 20 µM; IC50 in µM for titrated hits; 0.39% of 310,000 active; in the data active = a potency from the dose series; inconclusive = inhibition mostly from about 32% at the one dose, without a potency; inactive = the rest, 99 in 100 with inhibition below about 32%; also: strong numbers were not always called active
# T cell HTS – modulators of CD8 T cell-vesicle binding, primary screen, mouse 2C CD8+ T cells, flow cytometry; calls only at 7 µM; AID 2052, 2009; 2C CD8+ T cell-vesicle binding; hits give low values; 0.068% of 330,000 active;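 active = response, share of CD8 T cells binding vesicles, and their 90th percentile fluorescence all below set limits, cut at about 80% in these data, passing the limit was not always enough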
#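 material = purified 2C TCR transgenic mouse naive CD8+ T cells | controls = Unloaded micro-vesicles (low), QL9 vesicles with 0.7% DMSO (high) | detection = cytometric PE anti-B7-1 and Alexa647 anti-CD8 signals after 1% paraformaldehyde fixation | incubation = binding step 1.5 h, 37 °C, antibody labelling 20 min, ice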
# T cell HTS vesicle-bound % – further read-out of T cell HTS, marked with its call; double positive events, %; measured here: CD8+ vesicle-bound cell fraction;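 binding gate set so that unloaded-vesicle control wells show 10% double positive cells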
# NTR1 ag cell count 20 µM – further read-out of NTR1 ag, marked with its call; cell count; measured here: cell count, cytotoxicity flag
# Myeloid diff MLP GFP+ MAC1+ % – also measured in Myeloid diff MLP; calls as there; GFP+ MAC1+ double positive, %; measured here: differentiation confirmed by MAC1 staining
# * hit, by the source's call; i = inactive; ? = inconclusive; nt = no result given; [ ] = dose if it differs, or a comment.
SMILES,K1F lysis inhibition,RSV CPE inhibition,Rac1 GTP hydrolysis,PhoP inhibition,NTR1 ag,NTR1 ag cell count 20 µM,Myeloid diff MLP,Myeloid diff MLP GFP+ MAC1+ %,TNAP activation fold,Large T inhibition,T cell HTS,T cell HTS vesicle-bound %
Cn1cnnc1SCc1ccc(C(=O)N=Nc2c(O)n(C)c3ccccc23)cc1,0.1%,1.3%,9%,-3%,1.0,58,i,1.2,0.9,3%,i,36
CC(C)(C)C1=C(C#N)C(c2ccc3c(c2)OCO3)C(C#N)=C(N)O1 (stereo not given),0.2%,-0.4%,15%,1%,3.5,41,i,1.1,1.1,3%,i,36
CCOC(=O)C1(Cc2cccc(OC)c2)CCN(CC=C(C)C)CC1,1.2%[50 µM],-1.0%,10%,-2%,-0.2,62,i,0.7,1.1,9%,i,32
O=C(CCC(=O)c1cccs1)Nc1ccc(F)c(F)c1F,0.0%,2.5%,3%,-1%,0.6,54,i,0.5,1.1,12%,i,28
CCOc1ccc(N(CC)C(=O)c2nn(-c3ccc(OC)cc3)c(=O)c3c2c2ccccc2n3C)cc1,0.4%,2.8%,1%,3%,3.8,71,i,0.7,1,5%,i,23
CCN(CC(=O)Nc1ccc(NC(C)=O)cc1)C(=O)C(c1ccccc1)c1ccccc1,0.0%,1.4%,2%,-1%,-0.6,84,i,0.5,1.1,16%,i,46
O=C(CCc1nnc(C2(c3ccc(Cl)cc3)CCC2)o1)NC1CC1,1.2%,0.1%,2%,-2%,0.4,40,i,0.6,1,7%,i,24
CC(C)(C)NS(=O)(=O)c1ccc(CCC(=O)N2CCCCC2)cc1,0.5%,2.5%,6%,-1%,3.6,65,i,2.4,1.1,30%,i,36
CC(C)OCCCNC(=O)Cn1ccc2cc(S(=O)(=O)N3CCCCC3)ccc21,0.0%,0.5%,9%,-3%,-0.3,64,i,3.0,nt,1%,i,23
OC(COCCC12CC3CC(CC(C3)C1)C2)CN1CCCCC1 (stereo not given),0.3%,-2.2%,14%,0%,2.0,45,i,3.5,1.1,-14%,i,27
C=C(C)Cn1c(=O)c2c(nc3n2CCN3c2cccc(Cl)c2C)n(C)c1=O,0.0%,9.5%,7%,nt,-0.9,91,i,1.0,1,nt,i,52
CCC(CO)N=CC1=C(O)CC(c2ccccc2)CC1=O (stereo not given),0.1%,4.1%,12%,4%,1.3,59,i,0.3,nt,1%,i,62
Cc1cccc(NCC(O)Cn2cnc3c2c(=O)n(C)c(=O)n3C)c1 (stereo not given),-0.1%,0.3%,9%,-9%,-0.2,54,i,0.2,1.1,5%,i,32
Cc1csc(C(=O)O)c1-c1c(C)csc1C(=O)O,0.0%,2.0%,-7%,-15%,0.5,56,i,0.2,1.2,10%,i,40
CC(C)CNS(=O)(=O)c1ccc(CCC(=O)N2CCC(C(N)=O)CC2)cc1,-0.1%,1.1%,-2%,-3%,0.2,52,i,0.8,1,5%,i,20
Cc1cccc(NC(=O)c2onc3c2CCCC3)n1,-0.2%,2.2%,9%,2%,2.1,44,i,0.6,1.1,3%,i,8
CC1(c2nnc(-c3ccc(F)cc3)o2)CC(c2ccc([N+](=O)[O-])cc2)=NO1 (stereo not given),0.1%,-1.2%,8%,3%,3.9,94,i,1.3,nt,19%,i,27
O=C(CSCc1ccccc1)N1CCN(Cc2ccc3c(c2)OCO3)CC1,i,1.0%,11%,0%,-2.4,61,i,0.5,1.1,8%,i,53
CCCCn1c(SCC(N)=O)nc2sc3c(c2c1=O)CCC3,0.2%,2.3%,2%,0%,0.2,52,i,0.5,nt,14%,i,58
CCN1CCN(Cc2nc3ccc([N+](=O)[O-])cc3c(=O)n2-c2ccc(OC)cc2OC)CC1,0.1%,-0.3%,3%,-1%,-2.3,86,i,0.6,nt,2%,i,44
COCc1cc(C)nc(Nc2cc(C)ccc2C)c1C#N,3.9%,0.1%,-3%,1%,0.1,54,i,0.8,0.9,12%,i,71
CCCN(CC(=O)Nc1ccccc1C)C(=O)c1ccc(S(=O)(=O)N2CCCC2)cc1,1.6%[50 µM],0.6%,5%,-9%,-0.3,54,i,0.5,nt,10%,i,32
COc1ccc(Cn2nnnc2C(C(C)C)N2CCN(c3ccccc3OC)CC2)cc1 (stereo not given),-0.5%,?,3%,-6%,1.1,53,i,1.3,1,-2%,i,1
Cc1ccc(-c2nc(SCC(=O)Nc3cc(C)on3)c3c(=O)n(C)c(=O)n(C)c3n2)cc1,0.4%,0.9%,-2%,11%,4.7,51,i,0.9,nt,1%,i,31
CC(=O)Nc1sc2c(c1C(c1ccccc1)N1CCOCC1)CCCC2 (stereo not given),0.0%,1.4%,7%,-8%,4.9,52,i,0.7,1,17%,i,13
Cc1cc(C)n(C(=O)CNC(=O)c2ccccc2F)n1,0.2%,1.4%,3%,-10%,1.7,65,i,0.7,nt,10%,i,10
O=C(COC(=O)CCOc1ccccc1)Nc1cc(S(=O)(=O)N2CCCCC2)ccc1Cl,-0.5%[50 µM],-1.6%,1%,-4%,0.4,53,i,1.2,nt,27%,i,17
O=C(c1cccs1)N1CCN(S(=O)(=O)c2cccc(Cl)c2Cl)CC1,1.1%[50 µM],nt,2%,nt,-0.2,61,i,0.9,nt,nt,nt,nt
Cc1ccccc1C(=O)NCC(C)NC(=O)c1ccccc1C (stereo not given),-0.7%,nt,-9%,nt,1.9,56,i,1.2,nt,9%,i,53
COc1ccc(NC(=O)CNS(=O)(=O)c2ccc(Cl)cc2)cc1OC,0.0%[50 µM],1.8%,4%,-2%,0.1,60,i,1.4,1,3%,i,42

# By substructure: the entries above with a nitro group on carbon (two)
SMILES,K1F lysis inhibition,RSV CPE inhibition,Rac1 GTP hydrolysis,PhoP inhibition,NTR1 ag,NTR1 ag cell count 20 µM,Myeloid diff MLP,Myeloid diff MLP GFP+ MAC1+ %,TNAP activation fold,Large T inhibition,T cell HTS,T cell HTS vesicle-bound %
CC1(c2nnc(-c3ccc(F)cc3)o2)CC(c2ccc([N+](=O)[O-])cc2)=NO1 (stereo not given),0.1%,-1.2%,8%,3%,3.9,94,i,1.3,nt,19%,i,27
CCN1CCN(Cc2nc3ccc([N+](=O)[O-])cc3c(=O)n2-c2ccc(OC)cc2OC)CC1,0.1%,-0.3%,3%,-1%,-2.3,86,i,0.6,nt,2%,i,44

# Further records follow.
SMILES,K1F lysis inhibition,RSV CPE inhibition,Rac1 GTP hydrolysis,PhoP inhibition,NTR1 ag,NTR1 ag cell count 20 µM,Myeloid diff MLP,Myeloid diff MLP GFP+ MAC1+ %,TNAP activation fold,Large T inhibition,T cell HTS,T cell HTS vesicle-bound %
Cc1nc2cc(NS(=O)(=O)c3cccc(F)c3)ccc2s1,0.6%,1.7%,9%,3%,0.0,40,i,0.2,1.1,15%,i,28
Cc1ccc(-c2onc(C)c2C)cc1S(=O)(=O)N1CC(C)Oc2ccccc21 (stereo not given),0.1%,10%,3%,0%,1.9,79,i,0.9,nt,5%,i,22
COC(=O)c1ccc(-c2c(-c3ccccc3)ncc3cc(F)ccc23)cc1,9.5%,-0.6%,5%,nt,5.2,48,i,0.8,nt,nt,i,33
O=C(CCSc1nnc(-c2ccncc2)o1)Nc1ccccc1,0.2%,2.1%,3%,7%,-0.2,4,i,0.8,1.1,-4%,i,16
O=C(NN1CCOCC1)c1cccc(F)c1,-1.7%,1.0%,-4%,nt,1.8,65,i,0.8,nt,5%,i,26
COc1ccc(C(=O)/C=C/N(C)C)cc1,0.4%,0.8%,5%,14%,1.1,87,i,0.9,0.9,1%,i,44
CCOC(=O)N1CCN(C(=S)NC(=O)c2ccnn2C)CC1,2.0%[50 µM],1.1%,5%,-12%,-1.3,71,i,0.3,1.1,23%,i,39
O=C(O)CNS(=O)(=O)c1ccc2c(c1)C(=O)c1cc(S(=O)(=O)NCC(=O)O)ccc1-2,0.2%,1.7%,6%,2%,0.4,54,i,0.5,nt,10%,i,56
CC1(C)OC(c2ccccc2)=C/C(=C/C=Nc2ccccc2)O1,1.3%,4.9%,11%,5%,1.2,41,i,0.8,1,8%,i,41
Cc1ccc(S(=O)(=O)c2c(C)nn(C(C)(C)C)c2OC(=O)c2ccco2)cc1,0.2%,16%,12%,1%,1.3,43,i,0.5,1,14%,i,35
COc1cc(C(c2sc3nc(C)nn3c2O)N2CCc3ccccc3C2)cc(OC)c1OC (stereo not given),2.4%,2.1%,4%,3%,-2.5,83,i,3.6,1,13%,i,36
CCCCCC(=O)Nc1cccc(C2=NOC3(C2)C[C@H](C(N)=O)N(C(=O)CC)C3)c1 (stereo not given in full),0.0%,2.6%,0%,-4%,2.2,94,i,1.4,nt,10%,i,42
Cc1ccc2nc(SCC(=O)N3CCOCC3)[nH]c2c1,0.2%,3.6%,12%,-1%,-0.3,33,i,0.9,1.1,5%,i,44
COc1ccc(NC(=O)c2cc(S(=O)(=O)N3CCCC3)ccc2OC)cc1,0.7%,0.7%,12%,-3%,-0.7,56,i,3.4,nt,3%,i,25
CCOc1ccc(Br)cc1S(=O)(=O)N1CCC(C(N)=O)CC1,0.4%,1.7%,-3%,5%,-1.6,50,i,1.0,1.1,7%,i,29
CC(C)Cc1nnc(NC(=O)CCC(=O)N2CCN(Cc3ccccc3)CC2)s1,0.4%,0.8%,5%,-4%,0.0,58,i,1.0,nt,7%,i,12
CCN(c1cccc(C)c1)S(=O)(=O)c1ccc(-c2coc(C)n2)cc1,-0.2%,11%,nt,-7%,1.4,49,?,nt,nt,10%,i,15
CCN(CC)S(=O)(=O)c1ccc(N/N=C(\C)c2ccc3c(c2)OCO3)c([N+](=O)[O-])c1,1.7%[50 µM],5.8%,8%,10%,4.0,63,i,1.8,0.9,6%,i,22

# Not a hit list; about 2.3% have a hit in one of these screens.
